# TTR transcr act: TTR transcription activators in neuroblastoma reporter cells, primary screen, cell-based, luminescence, SH-SY5Y, TTR promoter Gaussia luciferase; 100% = recombinant luciferase protein wells; activation, % at 16.7 µM; 92,000 compounds, 1.3% hits;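 active means activation above the mean of all tested compounds plus 3 SD, cut at about 9.5% in these data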;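 further: cells exposed to compounds for one day before reading; 0% = median of all test compound wells on the plate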
# An asterisk follows results filed as active. An excerpt (hit frequency here may not be typical).
# Start of the listing, in advance, 2 compounds:
SMILES,TTR transcr act
CCc1ccc(NC(=O)/C(C#N)=C/c2cc3ccc(C)cc3nc2N2CCOCC2)cc1,-1.3
N#Cc1c(-c2ccc(F)cc2)noc1N,-1.4

# This part in full (from the top)
SMILES,TTR transcr act
CCc1ccc(NC(=O)/C(C#N)=C/c2cc3ccc(C)cc3nc2N2CCOCC2)cc1,-1.3
N#Cc1c(-c2ccc(F)cc2)noc1N,-1.4
Cc1ccc(NC(=O)COC(=O)C2CCC2)cc1S(=O)(=O)N1CCOCC1,3.6
S=C(Nc1ccc(Br)cc1)NC1CCCCC1,-0.8
NCCCCCC(=O)Nc1ccncc1,4.5
O=C(NCc1ccc2c(c1)OCO2)C1CCN(C(=O)Nc2ccc(Cl)cc2)CC1,-2.0
CC(=O)C1C=CC(C)(C(=O)O)C2C=C(C)C(=O)C(C)(O)C12 (stereo not drawn),0.2
O=C(CSc1nnc(-c2ccccc2O)o1)N1CCOCC1,-1.6
O=c1[nH]c(-c2ccccn2)nc2ccccc12,1.5
Cc1cc(NCCOCCO)n2c(nc3ccccc32)c1C#N,0.7
COc1ccc(N2CCCC2=N)c(OC)c1,-0.6
O=C(NCC(=O)N1CCN(c2ncccn2)CC1)c1ccccc1OC(F)F,-1.3
CCc1nnc(NC(=O)CSc2nnc3scc(-c4ccc(C)cc4)n23)s1,-1.5
[O-][n+]1c2c(nn1-c1ccccc1)/C(=N/O)CCC2,0.5
O=C(Nc1ccc(C(=O)N2CCCC2)cc1)c1ccccc1Br,3.4
O=C(O)c1cccc2c1-c1c(cccc1[N+](=O)[O-])C2,1.6
O=C(Nc1ccc2oc(=O)ccc2c1)c1ccc(-c2cccc(Cl)c2)o1,2.0
Cn1c(Cl)c(/C=N/OC(=O)c2ccccc2Cl)c2ccccc21,-2.1
Cc1cc(C)nc(N/N=C/c2c(CO)cnc(C)c2O)n1,1.7
CC(C)[C@@H]1COC(c2cccc(C3=N[C@H](C(C)C)CO3)c2)=N1,4.5
CS(=O)(=O)N1C[C@]2(c3ccccc3)CC1Cc1ccccc12,-1.0
O=C1CC(c2ccccc2)CC(O)=C1C=NCCc1ccccc1 (stereo not drawn),0.5
O=C(CN1C(=O)NC2(CCCc3ccccc32)C1=O)c1ccccc1F (stereo not drawn),-1.4
COc1ccc(CSc2ccc(-c3nc4ccccn4c3NCc3ccccc3)cc2OC)cc1,-2.5
O=C(C1CCN(c2ncnc3c2nc2n3CCCCC2)CC1)N1CCN(c2ccc(F)cc2)CC1,-0.8

# Compounds above that have a Cl atom (3):
SMILES,TTR transcr act
O=C(NCc1ccc2c(c1)OCO2)C1CCN(C(=O)Nc2ccc(Cl)cc2)CC1,-2.0
O=C(Nc1ccc2oc(=O)ccc2c1)c1ccc(-c2cccc(Cl)c2)o1,2.0
Cn1c(Cl)c(/C=N/OC(=O)c2ccccc2Cl)c2ccccc21,-2.1

# The listing continues.
SMILES,TTR transcr act
CCn1c2ccccc2c2cc(NC(=O)c3ccccc3[N+](=O)[O-])ccc21,-1.3
Cc1cccc(CCN(CC(=O)NC2CCCCC2)C(=O)c2csnn2)c1,3.8
CCOc1ccc(S(=O)(=O)N=C(c2ccccc2)N2CCOCC2)cc1,-0.3
COc1ccc(/C=C(/C#N)C(=O)Nc2ccccc2C)cc1C(=O)O,3.0
Cc1ccccc1Nc1ncnc2c1cnn2Cc1ccccc1,2.2
CCOC(=O)c1cc(S(=O)(=O)N2CCOCC2)cn1C,0.7
COc1cccc(C(=O)Nc2ccc3c(c2)C(=O)N(CCC(=O)O)C3=O)c1,-0.3
O=C(/C=C/c1ccc([N+](=O)[O-])cc1)OCC(=O)N1CCOCC1,1.0
CC(C)NC(=O)CN(c1cccc([N+](=O)[O-])c1)S(=O)(=O)c1ccccc1,-0.7
NNC(=O)CCn1c2ccccc2c2ccccc21,-0.6
O=c1[nH]c(SCc2ccccc2Cl)nc2c1CCCC2,0.1
COc1ccc(C(=O)N/N=C/c2cc3ccccc3[nH]c2=S)cc1,3.3
O=C(c1ccccc1)c1ccc(OCC(O)CN2CCN(S(=O)(=O)N3CCCCC3)CC2)cc1 (stereo not drawn),-4.7
CCc1ccc(OC2(C)CCN(CCOc3ccc(C)cc3)C2)cc1 (stereo not drawn),4.3
O=C(Cn1c(=O)oc2cc(S(=O)(=O)NCc3ccccc3)ccc21)N1CCCC1,0.5
Cc1ccc(C)c(NC(=O)CN(C)C(=O)C2COc3ccccc3O2)c1 (stereo not drawn),0.8
CCSc1nc2sc3c(c2c(=O)n1-c1ccccc1C)CCN(C)C3,-1.3
NC(=O)COC(=O)c1oc2ccccc2c1CSc1ccc(Cl)cc1,-0.3
O=C(Nc1ccccc1OC(F)F)C1CCCN1C(=O)c1cccs1 (stereo not drawn),1.9
N#Cc1ccccc1NC(=O)COc1ccccc1C(=O)Nc1ccccc1,2.4
CSCC[C@H](NC(=O)OC(C)(C)C)C(=O)N1CCC(C(=O)N[C@@H](C)C(=O)NCc2ccc(F)cc2)CC1,0.4
CCOC(=O)C1CCCN(S(=O)(=O)c2ccc3c(c2)C(C)(C)C(=O)N3C)C1 (stereo not drawn),0.5
O=C(NC1CCCCC1)c1cc(-c2ccc(F)cc2)on1,-2.9
Cc1cc(=O)[nH]c(N/N=C/c2cccs2)n1,0.3
O=C(CC1C(=O)NCCN1C(=O)Nc1ccccc1)Nc1cc(Cl)ccc1Cl (stereo not drawn),1.9

# New compounds follow.
SMILES,TTR transcr act
Cc1cccc(N2CCc3c2nc2ccc(Br)cc2c3N)c1,0.5
COc1ccc(-c2c(C#N)c(C)nc3c2C(=O)c2ccccc2-3)cc1,-1.2
C=CCn1c(SCC(=O)Nc2sccc2C#N)nc2sc(C)c(C)c2c1=O,2.4
O=C(OCc1cn(Cc2c(F)cccc2F)nn1)N1CCCC1,1.6
Cc1ccc(S(=O)(=O)N2CCN(CCc3ccncc3)CC2)cc1,-1.3
COc1cccc(N2C(=O)C(O)=C(C(C)=O)C2c2ccc(OC)c(OC)c2)c1 (stereo not drawn),0.6
CC(C)(C)NC(=O)NC(=O)COC(=O)c1cc[n+]([O-])cc1,-1.3
O=C(COC(=O)CCC(=O)c1ccc(F)cc1)Nc1cccc(S(=O)(=O)N2CCCC2)c1,-1.3
CCOC(=O)N1CCN(C(=O)C(c2ccccc2)c2ccccc2)CC1,1.9
Cc1onc(-c2c(F)cccc2Cl)c1C(=O)Nc1ccc(S(=O)(=O)Nc2ncccn2)cc1,4.8
Cc1nc2c(-c3ccc(F)cc3)c(C)nn2c(C)c1CCC(=O)N1CCN(c2ccccn2)CC1,1.7
O=C(C1CCCCC1)N1C[C@@H](n2cc(-c3ccc(F)cc3)nn2)[C@H](O)C[C@@H]1c1ccc(Cl)cc1,-1.8
CC(C)(C)S(=O)N1Cc2cc(CO)cc(CCO)c2[C@@H]1CCO (stereo partly drawn),5.6
C/C(=N\NC(=O)c1ccc(NS(=O)(=O)c2cccs2)cc1)c1ccc2c(c1)OCO2,-1.9
CC(=O)c1ccc(C(=O)Nc2nnc(-c3ccc(Cl)cc3)o2)cc1,-2.3
O=C1CC(c2ccsc2)Sc2ccccc2N1 (stereo not drawn),0.5
COC(=O)C(C)(C)ONC(=O)Nc1ccccc1,4.8
COc1cc(-c2nc3cc(C)ccn3c2NC2CCCCC2)ccc1-c1ccc(C(C)=O)cc1,-4.9
N#CC(C#N)=C1NC2(CCCCC2)Cc2ccccc21,-1.4
O=C(O)CSCNC(=O)C12CC3CC(CC(C3)C1)C2,3.4
CC(=O)Nc1ccc(NC(=O)CSc2ccc([N+](=O)[O-])cn2)cc1,-2.0
CC(=O)N1CC(C)Sc2ccc(S(=O)(=O)NC(C)c3ccccc3)cc21 (stereo not drawn),-0.4
CCCCOC(=O)c1ccc(NC(=S)NC(=O)c2ccco2)cc1,-0.7
O=C(NCc1ccc(F)cc1)c1cc(S(=O)(=O)N2CCCCC2)c[nH]1,-1.6
CCCN1CCN(CCCNC(=O)CN2C(=O)COc3ccccc32)CC1,0.1

# As entered above:
# TTR transcr act result of COc1cc(-c2nc3cc(C)ccn3c2NC2CCCCC2)ccc1-c1ccc(C(C)=O)cc1 stands at -4.9
# TTR transcr act result of CCCCOC(=O)c1ccc(NC(=S)NC(=O)c2ccco2)cc1 stands at -0.7
# TTR transcr act result of N#CC(C#N)=C1NC2(CCCCC2)Cc2ccccc21 stands at -1.4
# TTR transcr act result of CCCN1CCN(CCCNC(=O)CN2C(=O)COc3ccccc32)CC1 stands at 0.1
# TTR transcr act result of CC(=O)N1CC(C)Sc2ccc(S(=O)(=O)NC(C)c3ccccc3)cc21 (stereo not drawn) stands at -0.4
# TTR transcr act result of Cc1cccc(N2CCc3c2nc2ccc(Br)cc2c3N)c1 stands at 0.5

# Remaining list, next part
SMILES,TTR transcr act
CC(=O)Nc1ccc(S(=O)(=O)N2CCC(n3cnc4cc(F)ccc43)CC2)cc1,-0.2
Cc1[nH]c2ccc(F)cc2c1CCN1C(=O)OC(C)(C)C1(C)O (stereo not drawn),3.1
COc1ccc(C(C(O)C(=O)c2c[nH]c3ccccc23)N2CCN(c3ccccc3)CC2)cc1 (stereo not drawn),-0.6
COc1ccc(-c2ccc3oc(-c4ccsc4)cc(=O)c3c2)cn1,0.7
O=C(c1ccccc1)N1CCN(C2CCCCCC2)CC1,0.5
CN(C(=O)c1cccc(C(F)(F)F)c1)C1CCCc2ccccc21 (stereo not drawn),3.2
COc1cc(C(O)c2nc(-c3ccc(F)cc3OC)cs2)ccc1F (stereo not drawn),-2.5
C=CCOc1ccc(C2c3c(oc4ccccc4c3=O)C(=O)N2CCCN2CCOCC2)cc1 (stereo not drawn),-1.2
CN(C)/C=N/N(C)c1ncccc1[N+](=O)[O-],1.4
COC(=O)CNC(=O)c1cccc(-c2ccc(OC)cc2)c1,-1.5
O=C(O)C1CCN(C(=O)c2ccccc2Cl)CC1,-1.5
N#CCCn1cc(C(=O)NCc2ccccc2)c(-c2cccs2)n1,1.8
CC(C)CNC(=O)OCc1cn(Cc2ccc(C(F)(F)F)cc2)nn1,0.6
O=C(NCc1ccccc1)c1c[nH]c2cc3c(cc2c1=O)OCCO3,-0.3
COc1ccc2c(Cl)cc(NC(=O)Nc3c(C)cccc3C)nc2c1,1.9
Nc1nc(NCCN2CCOCC2)nc(NCc2ccccc2)c1[N+](=O)[O-],-1.5
c1ccc(CSc2nnc([C@@H]3CCCN3)o2)cc1,-2.6
CCCCCC(=O)NC1CCCCN(Cc2ccc(Cl)cc2)C1=O (stereo not drawn),0.3
CCN1C(=O)C(O)(CC(=O)C(C)(C)C)c2cc(Br)ccc21 (stereo not drawn),0.9
COc1ccc(C(=O)NNC(=O)C(NC(=O)c2ccccc2NC(=O)c2ccco2)C(C)C)cc1 (stereo not drawn),-1.1
CC(C)CCNC(=O)C1C2C=CC3(CN(Cc4ccccc4Cl)C(=O)C13)O2 (stereo not drawn),2.5
O=C1CCC(C(=O)N2CCN(c3ccccc3)CC2)CN1Cc1ccc(Cl)cc1 (stereo not drawn),1.6
O=C1Nc2ccc3sc4ccccc4c3c2C1=O,-2.4
O=C(NCCCO)C(=O)Nc1cc2c3c(c1)CCC(=O)N3CCC2,7.2
Cn1cccc1/C=C(\C#N)C(N)=S,4.3

# Three structures from above, ordered by molecular weight, smallest number first:
SMILES,TTR transcr act
CN(C(=O)c1cccc(C(F)(F)F)c1)C1CCCc2ccccc21 (stereo not drawn),3.2
O=C1CCC(C(=O)N2CCN(c3ccccc3)CC2)CN1Cc1ccc(Cl)cc1 (stereo not drawn),1.6
COc1ccc(C(C(O)C(=O)c2c[nH]c3ccccc23)N2CCN(c3ccccc3)CC2)cc1 (stereo not drawn),-0.6

# Following part:
SMILES,TTR transcr act
CCc1cc2c(=O)oc(-c3ccc(F)cc3)nc2s1,-2.3
O=C(Cc1ccc2c(c1)OCCO2)N/N=C/c1ccco1,3.1
C#CCNC(=O)CSCc1nc(-c2ccc(OCC)cc2)oc1C,1.5
O=C(NCC(O)c1ccccc1)Nc1cccs1 (stereo not drawn),0.8
O=C(N/N=C/c1ccc2nccnc2c1)c1ccccc1O,-1.1
Cc1ccnc(N2CCCC(C(=O)Nc3nnc(C)s3)C2)n1 (stereo not drawn),1.9
CCOc1cc(C(c2c(C)[nH][nH]c2=O)c2c(C)[nH][nH]c2=O)ccc1OC(=O)c1cccc([N+](=O)[O-])c1,0.4
O=C(CCCN1C(=O)/C(=C/c2ccco2)SC1=S)Nc1cccc(C(=O)O)c1,0.2
O=C(CNc1cccc2ccccc12)N/N=C/c1ccc([N+](=O)[O-])o1,-2.3
O=C(COc1ccccc1)Nc1ccc(-c2nnc(-c3ccco3)o2)cc1,19*
NNC(=O)c1ccc(Cn2cccn2)o1,2.9
Cc1ccc(C(=O)NCc2ccco2)cc1Br,1.9
CCC(=O)N1CCc2cc(S(=O)(=O)NC(CC(C)C)C(=O)N3CCc4ccccc43)ccc21 (stereo not drawn),4.5
CC1=CC2=NC(=O)CC(C)(C(=O)N(CC(=O)NC(C)(C)C)Cc3cccs3)N2C=C1 (stereo not drawn),4.7
CC(=O)c1ccc(N2CCN(C(=O)COc3ccc4c(c3)CCC4)CC2)cc1,0.6
COc1ccc(C2=NN(C(=O)CCC(=O)O)C(c3ccc(OC)c(OC)c3)C2)cc1 (stereo not drawn),1.6
Cc1ccc(C)c(NC(=O)CN(C)S(=O)(=O)c2cccc3cccnc23)c1,-0.4
CCCCN(CCCC)Cc1ccc(C(=O)NN)o1,3.0
O=C(NCCNc1nccc(C(F)(F)F)n1)c1cccc(C(F)(F)F)c1,-1.6
c1ccc(COc2cccc(-c3cc4nc(NCc5cccs5)ccn4n3)c2)cc1,-1.3
Cc1ccc(NNC(=O)C2CCC2)cc1C,-1.3
CN1C/C(=C/c2ccccc2[N+](=O)[O-])C(=O)/C(=C\c2ccccc2[N+](=O)[O-])C1,-6.5
c1cncc(-c2ccc3ncnc(NCc4ccc5c(c4)OCO5)c3c2)c1,1.6
CC(=O)c1sc(NC(=O)C(C)Oc2ccc3c(C)cc(=O)oc3c2)nc1C (stereo not drawn),-1.2
Cc1ccc(S(=O)(=O)N2[C@@H](c3cccc(Cl)c3)C(C(=O)O)=CC[C@H]2c2cccc(C)c2)cc1,1.4
NC(N)=NS(=O)(=O)c1ccc(NC(=S)NC(=O)c2ccc(Br)cc2)cc1,0.3
CN(Cc1ccccc1)C(=O)c1cccc(NC(=O)Cc2ccc(NC(=O)C3CCN(C(=O)C4CCCC4)CC3)cc2)c1,-3.4
O=C(CCC(=O)N/N=C/c1ccco1)N/N=C/c1ccco1,-1.1
